# LANA DNA inh – blocks KSHV LANA C-terminal domain binding to DNA | MBP-C-LANA/FAM-LBS DNA binding, fluorescence polarization | inhibition, % at 9 µM | 340,000 compounds, 0.078% hits;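 active = highest replicate inhibition at or above 60% at 9 µM, even if other replicates fall short; inactive = all replicates below 60% inhibition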;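 note: 0% = neutral control wells and 100% = 4 µM acridine orange control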
# CAL PDZ FP – CAL PDZ (human) peptide binding inhibition | Q9HD26 | purified CAL PDZ, TMR-peptide fluorescence polarization, 1 h | inhibition, % at 24.9 µM | 300,000 compounds, 0.92% hits | AID 602252;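 active = mean inhibition of at least 30% with at least half of replicates also reaching 30%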;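 note: 0% = DMSO neutral control and 100% = excess unlabeled competitor peptide PRC23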
# HTR5A ag ctr – HTR5A agonism, opioid heterodimer counter-screen. HTR5A agonist assay, luminescence, cell-based. activation, % at 9.3 µM. 340,000 compounds, 0.61% hits. P47898; in the data active = activation mostly above about 9.5%, no sharp cut-off; inactive = mostly below about 7.6%;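 note: 0% = cells with vehicle only and 100% = reference agonist; strong numbers were not always called active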
# Target sequence (P47898 whole entry, looked up): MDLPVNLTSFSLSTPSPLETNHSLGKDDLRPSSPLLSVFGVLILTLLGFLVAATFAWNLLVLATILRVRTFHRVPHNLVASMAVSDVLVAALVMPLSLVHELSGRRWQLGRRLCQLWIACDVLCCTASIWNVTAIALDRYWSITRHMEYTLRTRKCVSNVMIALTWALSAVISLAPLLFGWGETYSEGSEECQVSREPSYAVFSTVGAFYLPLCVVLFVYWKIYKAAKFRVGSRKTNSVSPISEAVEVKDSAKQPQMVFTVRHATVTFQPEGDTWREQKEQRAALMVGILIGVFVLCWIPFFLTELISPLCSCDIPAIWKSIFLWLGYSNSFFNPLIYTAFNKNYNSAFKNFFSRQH
# RTF Ca sens act – cardiac RTF calcium sensitization; 340,000 compounds, 0.24% hits; P19429+P45379; activation, % at 7.2 µM; IANBD-labeled TnC RTF fluorescence at EC20 calcium; 0% EC20 calcium, 100% full calcium;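 active = activation above the mean over all tested compounds plus 3 SD, cut at about 30% in these data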;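 note: rise in fluorescence read as greater calcium sensitivity of cardiac thin filaments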
# V-ATPase pHluor – alters yeast V-ATPase proton transport; S. cerevisiae, pHLuorin cytosolic pH fluorescence; response, % at 10 µM; 350,000 compounds, 0.37% hits; in the data active = response mostly above about 7.3%, no sharp cut-off; inactive = mostly below about 5.4%; note: actives read high; inactives centre near 0; some compounds called inactive have numbers as strong as hits; reference of the scale not given here
# OPRM1-OPRD1 inv – inverse agonists of human mu-delta opioid receptor heterodimerization; P35372+P41143; cell-based MOR-DOR heterodimer luminescence, inverse agonism; inhibition, % at 9.3 µM; 340,000 compounds, 0.21% hits; AID 504357; in the data active = inhibition above about 22%, passing the limit was not always enough;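 note: 0% = cells with DMSO and 100% = wells without cells with DMSO; values of inactives mirror those of a sister screen read the other way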
# Keap1 Nrf2 FP – Keap1-Nrf2 (human) interaction inhibition | Q14145 | 340,000 compounds, 0.15% hits | inhibition, % at 9.4 µM | Keap1 Kelch-Nrf2 peptide fluorescence polarization, 1536-well; in the data active = inhibition above about 12%;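 note: human Keap1 Kelch domain with fluorescein labeled Nrf2 9mer peptide probe; 0% = neutral control wells and 100% = peptide positive control; higher means more block of Keap1 binding to Nrf2 peptide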
# Target sequence (Q14145 whole entry, looked up, the tested form may be a part): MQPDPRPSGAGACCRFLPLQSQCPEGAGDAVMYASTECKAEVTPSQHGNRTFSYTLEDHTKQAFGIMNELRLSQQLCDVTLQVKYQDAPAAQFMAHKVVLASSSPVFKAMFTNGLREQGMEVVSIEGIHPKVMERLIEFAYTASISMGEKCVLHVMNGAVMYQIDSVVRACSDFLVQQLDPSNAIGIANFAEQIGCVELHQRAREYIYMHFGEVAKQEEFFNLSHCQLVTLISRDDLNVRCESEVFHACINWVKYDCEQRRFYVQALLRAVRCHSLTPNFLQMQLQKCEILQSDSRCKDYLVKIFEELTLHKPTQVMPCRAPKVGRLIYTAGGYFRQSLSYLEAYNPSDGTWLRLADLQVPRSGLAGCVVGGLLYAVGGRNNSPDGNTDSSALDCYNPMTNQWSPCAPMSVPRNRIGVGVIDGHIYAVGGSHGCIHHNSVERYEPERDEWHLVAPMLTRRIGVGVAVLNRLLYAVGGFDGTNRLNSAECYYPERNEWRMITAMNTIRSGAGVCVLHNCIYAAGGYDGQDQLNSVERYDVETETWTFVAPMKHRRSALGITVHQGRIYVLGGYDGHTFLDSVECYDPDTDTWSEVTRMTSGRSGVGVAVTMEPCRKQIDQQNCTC
# HTR5A inv ag – counter-screen for OPRM1-OPRD1 inverse agonists: human HTR5A inverse agonism. HTR5A cell line, luminescence. P47898. 340,000 compounds, 0.083% hits. inhibition, % at 9.3 µM. AID 504634; in the data active = inhibition mostly above about 23%, no sharp cut-off; inactive = mostly below about 18%;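 note: 0% = cells with DMSO and 100% = no-cell wells with DMSO; some compounds called inactive have numbers as strong as hits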
# Cardiac RTF inh – cardiac RTF calcium desensitization; P19429+P45379; IANBD-labeled cardiac RTF, Ca2+ fluorescence; inhibition, % at 7.15 µM; 340,000 compounds, 0.12% hits;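 active = inhibition above the mean inhibition of all tested compounds plus 3 SD, cut at about 17% in these data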;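 note: assay run at fixed EC70 calcium of 1.6 mM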
# MOR-DOR ag – OPRM1-OPRD1 heterodimerization agonism; 340,000 compounds, 0.3% hits; P35372+P41143; activation, % at 9.3 µM; cells, luminescence; AID 504326; in the data active = activation above about 18%;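 note: 0% = vehicle-treated cells and 100% = reference agonist; values of inactives mirror those of a sister screen read the other way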
# Numbers without * were called inactive; nt = not tested or not shown; + = active, no number. Compounds as they come; overall some 2.8% were active at least once.
SMILES,LANA DNA inh,CAL PDZ FP,HTR5A ag ctr,RTF Ca sens act,V-ATPase pHluor,OPRM1-OPRD1 inv,Keap1 Nrf2 FP,HTR5A inv ag,Cardiac RTF inh,MOR-DOR ag
O=C(CSc1nccn1Cc1ccccc1)NCc1ccccc1,1.4,0,4,3,2,18,-3,-13,0,-3.1
Cc1ccc(SCC(=O)Nc2ccc3c(c2)C(=O)N(C)C3=O)cc1,-1.0,179*,-3,-9,0,17,-1,1,3,-3.2
O=C(O)c1ccc(COc2ccc([N+](=O)[O-])cc2)o1,0.5,5,-1,-8,-3,9,-5,5,-6,-1.7
Cc1cc(C(=O)NCc2cccnc2)no1,-1.9,nt,2,3,4,14,-2,-13,0,-2.6
CCOc1cc(N2CCOCC2)c(OCC)cc1NC(=O)c1cccc(S(=O)(=O)N2CCOCC2)c1,-1.2,0,1,-1,-5,-3,-1,-6,-2,0.7
CC1CC(C)CN(C(=O)c2cc3c(s2)CCC3)C1 (configuration not stated),-1.8,1,1,-5,-3,13,-1,-2,-2,-2.6
COC(=O)CC1C(=O)NCCN1C(=O)c1ccc([N+](=O)[O-])cc1 (configuration not stated),1.4,70*,2,-3,-2,12,6,-9,-4,-2.7
CCCCCCCCNCCS(=O)(=O)NC1CCCCC1,-1.1,13,0,0,1,-17,-2,-2,-6,3.7
Cc1c(NS(=O)(=O)c2ccc(N(C)C3CCCCC3)c([N+](=O)[O-])c2)c(=O)n(-c2ccccc2)n1C,-1.0,1,3,15,2,9,0,15,0,-1.6
Fc1ccccc1CSc1nnc(-c2cccs2)o1,0.9,-4,-1,6,1,-12,0,2,-14,2.1
CCCCn1c(N)c(N(CC)C(=O)CSCC(=O)Nc2ccc(OC)cc2)c(=O)[nH]c1=O,-2.3,-4,0,-2,-2,10,3,0,-3,-1.9
COc1cc(-c2nnc(SCc3cc(=O)oc4cc(C)ccc34)o2)cc(OC)c1OC,1.7,-3,-1,1,2,1,-3,5,-11,-0.2
Cc1[nH]n(-c2ccccc2)c(=O)c1/C=N/O,-1.0,-3,6,3,0,15,2,-14,-13,-2.7
COc1ccc(C(=O)COC(=O)c2ccc([N+](=O)[O-])s2)cc1OC,-0.6,6,-3,-6,0,-1,0,-23,2,0.2
Cc1[nH]n(-c2ccccc2)c(=O)c1N=Nc1ccc2c(c1)OCO2,1.6,-2,0,0,0,-7,-3,0,-16,1.4
Cn1c(Cc2ccccc2)nnc1SCC(=O)Nc1ccccc1N1CCOCC1,-2.6,27,13,-3,-5,2,-2,-8,-5,-0.3
CC1(C)Cc2cccc(OCC(=O)OCc3nnc(-c4ccccc4)o3)c2O1,0.2,-3,-1,-4,0,-3,-2,3,-14,0.8
COC(=O)c1cc2nc(-c3ccc(OC)c(OC)c3)cc(C(F)(F)F)n2n1,-1.3,11,0,-3,17,5,7,12,-7,-1.2
COc1cc(NC(=O)c2cc3ccccc3cc2OC)ccc1NC(=O)c1cccs1,1.5,2,4,-5,-1,-12,-3,-11,3,2.9
O=c1c2sc3nc(N4CCOCC4)c4c(c3c2ncn1CCc1ccccc1)CCCC4,1.8,nt,-4,-8,1,13,-5,12,-4,-2.5
COc1ccc(CN2CCN(CC=C(C)C)C(CCO)C2)cc1Cn1cncn1 (configuration not stated),-0.7,-6,-2,2,0,-31,-3,7,0,4.3
CSCCC(NC(=O)c1ccccc1)C(=O)NNC(=O)c1csc(N2CCOCC2)n1 (configuration not stated),-1.0,1,6,1,0,17,-4,-1,1,-5.2
Nc1c(C(=O)Nc2ccc(S(=O)(=O)N3CCCC3)cc2)sc2nc3cc4c(cc3cc12)CCC4,2.9,-1,0,10,-2,-13,-7,15,-15,1.9
Cc1ccc(CSCc2nnc(SCC(=O)N3CCN(c4ccccc4)CC3)n2C)cc1,-4.2,-2,4,5,1,-4,5,3,6,0.7
CCOc1ccc(S(=O)(=O)N2CCC(C(=O)NCC3CCCO3)CC2)cc1Cl (configuration not stated),-1.1,0,-6,0,0,7,-2,14,8,-1.3
CN1C2CCC1CC(OC(c1ccccc1)c1ccccc1)C2 (configuration not stated),0.4,-1,3,9,1,2,-6,13,-13,-0.5
Oc1ccc(/C=N/Nc2ccc(C(F)(F)F)cn2)c(O)c1,0.5,5,5,-7,-4,-5,-4,-19,4,0.9
COc1ccccc1NCCC(=O)OCC(=O)NC1CCCCCC1,0.7,-3,6,1,-2,0,-3,19,1,0.0
COc1ccc(NS(=O)(=O)c2cccc(C(=O)NNC(=O)c3cc(S(N)(=O)=O)ccc3OC)c2)cc1,0.9,-3,-5,1,-3,-14,-6,13,3,2.0
CCOC(=O)C1CCN(CC(C)(C)NS(=O)(=O)c2ccc(C)cc2)CC1,0.4,1,5,-2,-2,-7,-2,-23,-1,1.1
COc1ccc(OC)c(NC(=O)CCCCCn2nnc3ccccc3c2=O)c1,7.7,3,0,-8,-1,13,1,1,1,-2.6
CCC(C)NC(=O)COC(=O)c1ccc(Cl)cc1O (configuration not stated),-1.1,-3,0,4,-1,15,-1,0,7,-2.9
COc1ccc(NS(=O)(=O)c2ccc3oc(SC(C)C(N)=O)nc3c2)cc1 (configuration not stated),0.9,-2,5,7,0,8,2,-17,-6,-1.5
Cn1c(CCC(=O)Nc2cc(S(C)(=O)=O)ccc2Cl)nc2cc(S(=O)(=O)N3CCOCC3)ccc21,1.2,-1,4,-2,1,5,1,-9,-14,-1.0
COCCOC(=O)c1c(C)oc2ccc(OCC=C(C)C)cc12,0.6,-4,2,0,0,-23,-4,13,-5,4.1
O=C(COC(=O)CCSc1ccc(Cl)cc1)NCc1ccco1,0.1,0,-5,6,3,0,-7,8,-6,0.1
COC(=O)c1c(N)sc(C(C)=O)c1C,-0.6,1,15,9,2,-10,2,-44,-9,1.6
O=C(O)c1ccc(Cl)c(S(=O)(=O)N2CCCC2)c1,0.1,3,-2,0,6,6,3,1,-5,-1.1
Cc1cc(NCCO)c2ccccc2n1,0.9,0,3,8,-4,12,-5,-8,3,-2.4
CC(NCc1ccc(OCc2ccc(Cl)cc2)cc1)C(O)c1ccccc1 (configuration not stated),-1.1,-2,-1,2,-3,-38,4,-13,-6,7.2
CC(C)C[C@H](N)c1cn([C@@H](Cc2ccc(O)cc2)C(=O)N2CCNCC2)nn1,-0.8,0,5,2,-1,1,-5,1,-3,-0.2
O=C1C2C3C=CC(C3)C2C(=O)N1c1cccnc1 (configuration not stated),3.4,4,4,-7,-1,9,3,5,8,-1.5
Cc1ccc(-c2nn3c(C)nnc3s2)cc1NC(=O)C(C)C,0.3,nt,2,4,0,10,1,-6,2,-1.9
CCNC(=O)NCc1c(C)c(C)n(Cc2ccccc2)c1-n1cccc1,-0.4,nt,8,-4,-1,6,0,-5,4,-1.1
COc1ccc(C2=CC(c3ccc(OC)c(OC)c3)NC(=S)N2)cc1 (configuration not stated),-1.2,-4,5,3,3,-2,0,-11,-13,0.3
O=C1c2cccc(OCc3ccc(F)cc3)c2CCN1Cc1ccccc1,0.2,7,2,-1,0,-18,2,-4,-2,3.6
Cc1ccc(NCc2cccnc2)cc1,-0.2,0,15,4,5,15,-6,-41,10,-2.6
Cc1ccc(C(=O)NC(=S)Nc2ccc3[nH]c(=O)[nH]c3c2)cc1,-1.4,-2,-1,4,0,3,2,3,-5,-0.5
COc1ccc(NS(=O)(=O)c2cccs2)cc1S(=O)(=O)N1CCOCC1,-0.3,0,5,-3,-2,0,-1,-14,-7,-0.1
CCOC(=O)C1(C)Oc2ccccc2C(C(=O)OC)=C1C(=O)OC (configuration not stated),1.8,+,3,-3,1,10,-3,-11,-7,-1.9
COCCCNCCCOc1ccc(Cl)cc1Br,0.6,0,1,2,-3,4,-5,-3,-4,-0.7
COc1ccc(-c2noc(N3CCC(C(=O)NCc4ccc(Cl)cc4)CC3)n2)cc1,-1.4,nt,7,3,1,4,-1,-21,-1,-0.7
CCCCN(C)C(=O)c1cc2cc3ccc(OC)cc3nc2s1,-0.4,0,21*,1,5,-3,-6,-90,-10,0.5
CCOC(=O)Cn1cnc2c(nnn2-c2ccccc2)c1=O,-0.1,nt,-1,1,-3,3,-3,2,-2,-0.5
CC1=NOC(=O)/C1=C\c1ccccc1,1.6,-8,3,4,17*,11,0,-7,-6,-2.2
COc1ccccc1NC(=O)c1ccc(NC(=O)COC(=O)C2CCCCC2)cc1,-0.7,-4,0,4,-2,10,-5,1,0,-1.9
CCC(=O)Nc1ccc(C(=O)CSc2nnc(-c3ccccc3F)n2CCc2ccccc2)cc1,-0.7,-2,0,2,-2,-4,-3,0,-1,0.6
Cc1ccc(C(=O)NCC(=O)O)o1,3.9,-11,4,2,1,3,4,-15,-7,-0.6
COc1ccc(N(C(=O)/C=C/C(=O)Nc2cc(C)on2)C(C(=O)NC2CCCC2)c2ccccc2C)cc1 (configuration not stated),-0.1,1,10,1,3,-7,-5,-27,-3,1.5
COc1ccccc1C(CNC(=O)c1oc2ccccc2c1C)N1CCCC1 (configuration not stated),6.3,-3,-4,-1,0,-20,-4,0,-2,5.1

# An excerpt from above, showing only HTR5A inv ag, LANA DNA inh and V-ATPase pHluor.
smiles | HTR5A inv ag | LANA DNA inh | V-ATPase pHluor
CCNC(=O)NCc1c(C)c(C)n(Cc2ccccc2)c1-n1cccc1 | -5 | -0.4 | -1
COc1ccc(C2=CC(c3ccc(OC)c(OC)c3)NC(=S)N2)cc1 (configuration not stated) | -11 | -1.2 | 3
O=C1c2cccc(OCc3ccc(F)cc3)c2CCN1Cc1ccccc1 | -4 | 0.2 | 0

# Continuation:
SMILES,LANA DNA inh,CAL PDZ FP,HTR5A ag ctr,RTF Ca sens act,V-ATPase pHluor,OPRM1-OPRD1 inv,Keap1 Nrf2 FP,HTR5A inv ag,Cardiac RTF inh,MOR-DOR ag
CCN(Cc1cnn(C)c1)C(=O)CC1C(=O)NCCN1Cc1cccc(OC)c1OC (configuration not stated),1.6,-1,-2,-3,1,10,1,9,-1,-1.6
COC(=O)C1=C(NC(=O)C2CCCCC2)CCS1,-0.6,-3,-1,6,1,-7,-3,3,-7,1.4
CC(=O)Nc1ccc(N2CCCC2)cc1,-1.6,-2,-4,-5,-2,-13,3,-11,-10,2.2
O=C(O)c1ccc(-c2ccccn2)s1,-0.7,-2,0,9,0,15,-2,6,1,-3.1
CCOc1ccc(NC(=O)Cn2c(=O)n(CC3CCCO3)c(=O)c3ccccc32)cc1 (configuration not stated),0.8,-3,-3,-3,-2,-4,-7,8,-12,0.7
C=CCN(CC=C)S(=O)(=O)c1ccc(NC(=S)NC(=O)/C=C/c2ccccc2)cc1,0.6,nt,0,1,8,-3,-3,-23,6,0.7
Cc1ccc(CNc2ccc(N3CCOCC3)cc2)cc1,-0.1,-1,-5,2,11*,-7,-9,17,-3,1.5

# Single records, as listed above:
# Nc1c(C(=O)Nc2ccc(S(=O)(=O)N3CCCC3)cc2)sc2nc3cc4c(cc3cc12)CCC4 across the screens: LANA DNA inh = 2.9; CAL PDZ FP = -1; HTR5A ag ctr = 0; RTF Ca sens act = 10; V-ATPase pHluor = -2; OPRM1-OPRD1 inv = -13; Keap1 Nrf2 FP = -7; HTR5A inv ag = 15; Cardiac RTF inh = -15; MOR-DOR ag = 1.9
# COc1ccccc1NC(=O)c1ccc(NC(=O)COC(=O)C2CCCCC2)cc1 across the screens: LANA DNA inh = -0.7; CAL PDZ FP = -4; HTR5A ag ctr = 0; RTF Ca sens act = 4; V-ATPase pHluor = -2; OPRM1-OPRD1 inv = 10; Keap1 Nrf2 FP = -5; HTR5A inv ag = 1; Cardiac RTF inh = 0; MOR-DOR ag = -1.9

# High-throughput results: PubChem BioAssay, several laboratories
